High-throughput results from PubChem.
D2 agonist: agonists of human D2 dopamine receptor | 340,000 compounds, 0.53% hits | activation, % at 2 µM | HEK293 T-REx D2 cells, calcium flux agonist mode | P14416;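 active = activation over 3 SD above normal in the single-dose calcium agonist read, cut at about 30% in these data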; note: 0% is about no effect
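Tetracycline-induced HEK293 T-REx cells with force-coupled D2 receptor, plated overnight at 30 C, loaded with no-wash calcium dye. After a 10 s baseline, compound was pin-added and calcium flux read kinetically for 180 s; calcium rises flagged agonists.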
Vif-APOBEC3G blk: Vif-A3G binding inhibition. Potency, µM (doses to about 46.1 µM), for the others: at the highest dose activity, negative = active, most hits filed as inhibitors. Q9HC16. AID 602310. HeLa A3G-eYFP + Vif (tagged APOBEC3G with the HIV-1 protein that degrades it), YFP fluorescence, overnight. 410,000 compounds, 0.076% hits;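 note: potency is the fitted concentration of half-maximal effect; % is set by controls: 0 for no effect and ±100 for the full control effect; nearly all actives have a fitted effect of over 60% in size; hits raise eYFP signal because A3G escapes Vif-driven loss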
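HeLa cells stably expressing Vif and C-terminally eYFP-tagged A3G, seeded overnight at 37 deg C, then exposed to compound by pintool overnight at 37 deg C. Rise in yellow fluorescence (Ex 488/Em 500-530, Acumen) marks blocked Vif-driven A3G degradation.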
RGS4 inh: inhibitors of human regulator of G protein signaling 4. Potency, µM (titrated, usually from 114 µM), for the others: at the highest dose activity change, negative = inhibition, actives largely listed as inhibitors. AID 504845. 390,000 compounds, 0.039% hits. P49798. Transcreener GDP fluorescence polarization, RGS4-accelerated GTP hydrolysis; note: potency is the fitted concentration of half-maximal effect; % is set by controls: 0 for no effect and ±100 for the full control effect; nearly all actives have a fitted effect of over 75% in size; some results filed as inactive show a strong effect at the top dose
Target sequence (P49798 whole entry, looked up): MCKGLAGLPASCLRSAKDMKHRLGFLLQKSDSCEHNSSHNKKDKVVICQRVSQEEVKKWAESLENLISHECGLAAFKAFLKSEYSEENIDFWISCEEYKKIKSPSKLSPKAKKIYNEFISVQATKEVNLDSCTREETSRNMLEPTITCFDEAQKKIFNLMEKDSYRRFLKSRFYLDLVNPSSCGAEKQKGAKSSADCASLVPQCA
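MLSMR compounds (23 nl, pin-transferred) preincubated 10 min at room temperature with a 500nM (2x) first reagent, then RGS4 at 900nM (2x) plus Transcreener GDP mix added; fluorescence polarization (620/688 nm) read before and after 90 min at 30 °C.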
Vif-A3F inh: Vif-A3F binding inhibition; HeLa A3F-eYFP + Vif (tagged APOBEC3F with the HIV-1 protein that degrades it), YFP fluorescence increase; Potency, µM (series often up to 46.1 µM), without a hit: at the top dose activity, negative = active; 390,000 compounds, 0.2% hits; AID 602313; note: potency is the fitted concentration of half-maximal effect; % of control where 0% means no effect; nearly all actives have a fitted effect of over 65% in size
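HeLa cells stably expressing A3F-eYFP plus Vif, plated and incubated overnight at 37 deg C, then exposed to compounds overnight at 37 deg C. Blocked degradation read as raised yellow fluorescence (Ex 488/Em 500-530).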
LDHA block: blocks human lactate dehydrogenase A; P00338; purified LDHA, NADH/diaphorase-resazurin fluorescence; active compounds read low; activity change, % (values are at about 110 or 230 µM); 480,000 compounds, 0.15% hits; in the data active = activity change below about -30%; inconclusive = mostly about -25% to -30%;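 note: plate controls were DMSO wells for no effect and wells without enzyme for full effect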
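Human LDH5 at 2 nM final in Tris HCl pH 7.4 with 0.06 mM NADH and 0.2 mM pyruvate, reacted 5 minutes at room temperature. Remaining NADH coupled via diaphorase/resazurin; resorufin fluorescence read at 0 and 20 minutes, normalized to enzyme-free and DMSO wells.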
D2 antagonist: antagonizes the human D2 dopamine receptor; P14416; HEK293 TREx D2 cells, calcium flux, dopamine EC80; inhibition, % at 10 µM; 340,000 compounds, 2% hits; AID 485344; in the data active = inhibition above about 30%; note: 0% is about no effect
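Calcium flux kinetic readout in an inducible HEK293 TREx D2 line plated overnight at 30 C. After 180 s compound exposure, an EC80 dopamine challenge follows with another 180 s kinetic read to detect antagonism.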
GRP78 ERSR act: induces the endoplasmic reticulum stress response in human glioma cells. U87-MG GRP78 promoter luciferase reporter, 16 h. Potency, µM, without a hit: top-dose activation, actives largely listed as activators. 420,000 compounds, 0.02% hits. AID 602332; note: potency is the fitted concentration of half-maximal effect; series mostly up to about 76 µM; % of control where 0% means no effect; nearly all actives have a fitted effect of over 35% in size
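ERSR induction read as luciferase luminescence (Bright-Glo, 10 min at room temperature) in stably transfected human U87-MG glioma cells exposed to compounds for 16 h, using GRP78 as sensor.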
ERG-DNA inh: ERG Ets/DNA interaction inhibition. AID 624246. 370,000 compounds, 0.028% hits. Potency, µM (titrated, usually from 76.9 µM), without a hit: top-dose FP activity, negative = inhibition, usual class: inhibitors. fluorescence polarization, His-ERG Ets domain / labelled DNA; active = well fitted inhibition curve with a large enough effect in the polarisation, with a control signal flat; inconclusive = small, poorly fitted or top-dose-only effect, or effect the other way, or a change in a side signal; inactive = no such curve, though single readings can be large or run the other way; the % refers to the polarisation;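 note: polarization taken with two DNA probes labelled with fluorescein and Texas red; potency is the fitted concentration of half-maximal effect; % of control where 0% means no effect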
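His-tagged ERG Ets domain (1 uM in the protein solution; 300mM KCl, 50mM Tris-HCl, 1mM EDTA, 1mM DTT, pH 7.5) received compound, then a probe mix of 5 nM fluorescein-DNA and 100nM Texas-615-DNA. Fluorescence polarization was read for both dyes.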
ALOX12 inh: ALOX12 (human) lipoxygenase inhibition; P18054; purified 12hLO, xylenol orange hydroperoxide absorbance; Potency, µM (doses to about 108 µM), without a hit: at the top dose activity change, negative = inhibition, hits mostly inhibitors; 580,000 compounds, 1.1% hits; note: potency is the fitted concentration of half-maximal effect; % is set by controls: 0 for no effect and ±100 for the full control effect
Target sequence (P18054 whole entry, looked up): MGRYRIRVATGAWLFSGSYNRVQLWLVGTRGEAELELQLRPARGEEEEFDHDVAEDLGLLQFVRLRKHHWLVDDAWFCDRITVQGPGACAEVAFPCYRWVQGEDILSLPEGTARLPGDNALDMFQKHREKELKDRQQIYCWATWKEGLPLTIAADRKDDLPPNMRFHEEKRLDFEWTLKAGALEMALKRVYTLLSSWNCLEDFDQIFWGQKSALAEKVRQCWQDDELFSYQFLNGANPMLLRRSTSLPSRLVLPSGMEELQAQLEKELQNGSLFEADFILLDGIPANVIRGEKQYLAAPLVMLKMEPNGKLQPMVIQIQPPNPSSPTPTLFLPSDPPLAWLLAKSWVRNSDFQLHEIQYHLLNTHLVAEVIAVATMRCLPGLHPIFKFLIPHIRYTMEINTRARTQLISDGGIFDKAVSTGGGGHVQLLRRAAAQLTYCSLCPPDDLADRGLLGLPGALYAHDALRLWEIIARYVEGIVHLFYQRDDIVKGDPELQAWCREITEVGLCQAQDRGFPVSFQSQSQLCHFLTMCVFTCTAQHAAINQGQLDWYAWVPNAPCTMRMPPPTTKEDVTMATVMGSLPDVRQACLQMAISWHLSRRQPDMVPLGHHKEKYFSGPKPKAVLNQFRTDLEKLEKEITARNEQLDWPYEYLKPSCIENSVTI
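Hydroperoxide product was detected by ferrous iron/xylenol orange as the 573 to 405 nm absorbance ratio. Arachidonic acid at 40 uM (final) was turned over for 30 min at room temperature by 150 nM human 12hLO, pH 7.0 Hepes buffer, after 15 min compound preincubation.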
The depositor's hits bear a star; ? = inconclusive; . = no result given; [ ] = dose if it differs, or a comment. Unless noted, calls come from the whole dose curve; as a rule, active = well fitted curve in the direction sought with a large enough effect; inconclusive = small, poorly fitted or top-dose-only effect, or another doubt; inactive = no such curve, though single readings can be large; an effect the other way counts as inactive or inconclusive. The list is partial; count on the stated rates, not on these rows.

Compound	LDHA block	GRP78 ERSR act	ALOX12 inh	RGS4 inh	Vif-A3F inh	D2 agonist	Vif-APOBEC3G blk	D2 antagonist	ERG-DNA inh
COCCNC(=O)C1(C)CCCN(C(=O)Cc2ccc3ccccc3c2)C1 (stereo not given)	-1	1%	0%	.	.	.	-1%	.	.
COc1ccc(N(C)S(=O)(=O)c2ccc3c(c2)CC(C)N3C(=O)C2CC2)c(OC)c1 (stereo not given)	0	-4%	-24%	-34%	-5%	0.4	-7%	15	7%
O=C(N/N=C\c1ccccc1F)c1ccc(-c2ccccc2)cc1	-7	0%	0%	3%	-3%	0.3	-9%	19	-7%
COC(=O)C1CCN(C(=O)c2ccc(Cl)c(S(=O)(=O)NCc3ccco3)c2)CC1	-4	-4%	0%	-44%	-8%	.	0%	.	.
Cc1cc(-c2nc(C)c(C(=O)NNS(=O)(=O)c3ccccc3)s2)no1	4	-3%	?	1%	0%	-0.1	-3%	-3	-8%
Cc1ccc(-n2ncc3c(=O)[nH]cnc32)c(C)c1	-5	1%	?	28%	-2%	-0.9	0%	-15	-4%
Cc1nn(Cc2ccccc2Cl)c(C)c1NC(=O)c1noc2c1CCCCC2	-6	6%	2%	7%	-4%	-1.3	0%	3	-6%
Cc1ccc(S(=O)(=O)N2CCc3cc(C(=O)Nc4ccc(Cl)cc4C)ccc32)cc1	-6	-2%	-7%	16%	3%	0.6	-1%	.	-1%
CN(CC(=O)Nc1cccc(F)c1)C(=O)c1cccc(S(=O)(=O)N2CCN(Cc3ccccc3)CC2)c1	-2	-2%	-5%	.	2%	.	2%	.	.
Cc1ccc(NC(=O)Cn2ccnc2)cc1C	-4	1%	2%	-18%	-3%	-0.2	-3%	4	-12%
CC1(C)CC(=O)C/C(=N\NC(=O)Cc2ccccc2)C1	-1	-5%	1%	18%	-7%	0.4	0%	3	5%
COc1cc(SC)ccc1C(=O)NC(C)C	-10	3%	-12%	-7%	1%	0.0	1%	-9	?
CC1=C(C(=O)N2CCCC(N3CCN(c4cccc(C(F)(F)F)c4)CC3)C2)OCCO1 (stereo not given)	-5	-2%	-37%	4%	1%	0.2	2%	-7	7%
CSc1ccc(CCNC(=O)C(C)n2nc(C)c3sc4ccccc4c3c2=O)cc1 (stereo not given)	-8	.	4%	-33%	.	0.6	.	.	-2%
N#Cc1ccc(C(=O)NC(=S)NC2CCCCC2)cc1	0	1%	?	-5%	-9%	.	-1%	.	-8%
CCc1ccc(C(=O)CC2(O)C(=O)N(CN3CCOCC3)c3ccccc32)cc1 (stereo not given)	-4	-3%	0%	-15%[11.4 µM]	-8%	0.2	1%	-16	6%
COc1ccccc1C1C(C(=O)c2cc3ccccc3o2)=C(O)C(=O)N1c1cc(C)on1 (stereo not given)	-10	0%	?	-4%	-5%	0.6	-8%	11	-3%
COCCn1c(C)nnc1SCC(=O)NNC(=O)c1ccc(Br)cc1	-1	3%	1%	13%	-1%	.	6%	.	2%
COc1ccccc1-c1cc(C(=O)N/N=C/c2ccc(C)o2)c2ccccc2n1	-11	8%	0%	11%	-9%	-1.2	?	-33	1%
O=C(N/C(=C/c1ccco1)C(=O)N1CCc2ccccc21)c1ccco1	4	-4%	58%[activator]	-32%	-24%	.	-12%	.	8%
CC(=O)Nc1cc(-c2ccccc2CN(C)C)cn2c(-c3ccc(F)c(Cl)c3)cnc12	2	-5%	-10%	.	.	.	-1%	.	.
CCOC(=O)C1(CC2CC2)CCN(Cc2ccc(C(=O)OC)cc2)CC1	-3	-2%	-3%	32%	2%	0.4	0%	72*	-12%
Fc1ccc(-c2n[nH]c(=S)n2Cc2ccccc2)cc1	-7	-3%	.	-20%	-15%	1.2	2%	6	2%
CCN(CC)C(=O)[C@H]1C[C@H](CC(=O)NCC23CC4CC(CC(C4)C2)C3)C(=O)N2CCc3c([nH]c4cc(CCC(=O)N(C)C)ccc34)[C@]12C	3	-3%	-2%	5%	-1%	.	3%	.	11%
COc1ccc(/C=N/Nc2ncnc(Cl)c2N)cc1OC	2	5%	-15%	13%	3%	.	-5%	.	0%
CCCOC(=O)C(C)n1c(-c2ccccc2)nc2ccccc2c1=O (stereo not given)	-9	-3%	23%	21%	-10%	0.1	3%	-9	-6%
C#CCOCCOCCOCCNc1nc(N2CCN(C(=O)[C@H](CC(N)=O)n3cc(C(N)[C@H](C)CC)nn3)CC2)nc(N2CCN(C(=O)[C@H](CC(N)=O)n3cc(C(N)[C@@H](C)CC)nn3)CC2)n1 (stereo not given in full)	12	-4%	0.63µM*	-11%	3%	.	2%	.	3%
CCCCNC(=O)NNC(=O)c1ccoc1C	-3	1%	-6%	-4%	-8%	-2.3	0%	-23	6%
CCOCCCNC(=O)C(c1ccc(OC)cc1)N(Cc1ccc2c(c1)OCO2)C(=O)c1ccccn1 (stereo not given)	-6	-2%	0%	5%	1%	0.8	1%	-10	4%
Cc1ccc(OC(C)C(=O)O)cc1C (stereo not given)	-2	-3%	58%[activator]	-28%	-10%	0.5	-2%	2	-2%
Cc1cccc(N=Cc2c(O)cc(C)oc2=O)c1	-10	-1%	-57%	11%	1%	0.6	-4%	-16	16%
CCOC(=O)Cn1cnc2c(C#N)c3n(c2c1=O)CCCCC3	-6	-4%	9%	12%	-12%	-1.0	2%	-2	1%
CSC1=N/C(=C\c2ccc(Br)o2)C(=O)S1	-3	-1%	?	-21%	6%	-0.1	0%	3	6%
O=C(NC1CCCN(Cc2ccc(Cl)cc2)C1)c1cnc2ccccn2c1=O (stereo not given)	-2	-2%	0%	-46%	2%	0.7	1%	1	3%
CCN(CC)c1ccc(C(=S)N2CCN(c3ccccc3)CC2)cc1	-10	-2%	0%	-19%[11.4 µM]	3%	-1.4	4%	6	-4%
CC(NS(=O)(=O)c1ccc(Cl)cc1)C(=O)N1CCOCC1 (stereo not given)	-11	5%	-21%	-5%	8%	0.0	-2%	3	0%
CC(C)OCCCNC(=O)c1ccc(-n2c(-c3ccccc3)cc3c2CCCC3)cc1	7	0%	?	-10%	-4%	-1.1	-26%	.	-2%
CCCCC(=O)Nc1ccc(C(=O)NNC(=O)c2ccc(C)c(Br)c2)cc1	-47*	-5%	-15%	-31%	-13%	0.0	-4%	-14	-12%
Cc1ccc(C2(C)NC(=O)N(CC(=O)N(Cc3ccccc3)C(C)(C)C)C2=O)cc1 (stereo not given)	-2	-6%	5%	4%	-17%	0.8	4%	9	10%
O=[N+]([O-])c1ccc(C2CCCC/C2=N/OCc2ccc(F)cc2)c([N+](=O)[O-])c1 (stereo not given)	0	1%	-6%	16%	-6%	0.2	-1%	-6	0%
CCc1nc(N)nc(N)c1-c1ccc(N(C)Cc2ccccc2)c([N+](=O)[O-])c1	-2	-6%	?	16%	4%	.	-3%	.	-3%
COc1cc(-c2cc(OC)c3c(C)oc(C)c3c(=O)c2)ccc1O	8	-4%	?	-20%	-14%	-0.2	-10%	10	7%
CCN(C(=O)COC(=O)CCc1ccc(OC)cc1)c1c(N)n(Cc2ccccc2)c(=O)[nH]c1=O	-7	-7%	-6%	2%	0%	0.1	1%	34*	-1%
Cc1ccc(S(=O)(=O)CC(=O)Nc2nc3c(C)cccc3s2)cc1	-25	0%	?	24%	3%	-0.2	0%	.	-1%
Cc1ccc(C2=CSC3=NNC4(CCCCC4)NN23)cc1	2	0%	?	-6%[56.9 µM]	1%	0.2	1%	-13	3%
O=C(Cc1ccccc1)NCC(=O)OCC(=O)c1cccs1	2	-2%	6%	-14%	-1%	0.7	1%	2	.
Cc1ccc(CCNC(=O)c2nc(CS(=O)(=O)c3ccc(Cl)cc3)no2)cc1	-1	-7%	23%	-11%	5%	-0.9	-1%	-8	8%
Nc1nnc(SCC(=O)Nc2cccc(S(N)(=O)=O)c2)s1	-2	0%	0%	-13%	-3%	1.7	2%	6	10%
O=C(Cc1ccc(Cl)cc1)Nc1ccc(NC(=O)c2ccccc2)cc1	-8	-4%	-22%	21%	11%	-3.4	0%	-13	-2%
Cc1ccc(NC(=O)C2=CN3CCS(=O)(=O)N=C3C=C2)cc1	0	-3%	2%	21%	-4%	.	1%	.	12%
CCCc1cc(=O)[nH]c(SCC(=O)Nc2cc(S(=O)(=O)N(CC)c3ccccc3)ccc2Cl)n1	-6	0%	-26%	-6%	9%	.	-3%	.	.
NNC(=O)CCn1nnc2ccccc21	-7	-1%	74%[activator]	12%	7%	.	0%	.	-2%
CCc1ccc2c(c1)C(c1ccc([N+](=O)[O-])cc1)=NNC(c1ccc(Br)cc1)=N2	-6	-1%	3%	-10%	4%	1.1	0%	-5	4%
Cc1cc(C)cc(NC(=O)C2CCN(S(=O)(=O)c3ccc4[nH]c(=O)ccc4c3)CC2)c1	-12	-3%	-4%	20%	-27%	-0.3	-4%	31*	7%
O=C(N/N=C/c1cccnc1)c1ccccc1	-4	3%	13%	11%	-1%	0.2	-1%	4	-8%
